ASAP1 inh – blocks human ASAP1-stimulated Arf1 GTP hydrolysis. Q9ULH1. GDP FP detection. inhibition, % at 16.5 µM. 360,000 tested, 0.19% active; in the data active = inhibition above about 25%;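 note: 0% = vehicle with enzyme and substrate and 100% = no enzyme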
Target sequence (Q9ULH1 325-724 limits assumed): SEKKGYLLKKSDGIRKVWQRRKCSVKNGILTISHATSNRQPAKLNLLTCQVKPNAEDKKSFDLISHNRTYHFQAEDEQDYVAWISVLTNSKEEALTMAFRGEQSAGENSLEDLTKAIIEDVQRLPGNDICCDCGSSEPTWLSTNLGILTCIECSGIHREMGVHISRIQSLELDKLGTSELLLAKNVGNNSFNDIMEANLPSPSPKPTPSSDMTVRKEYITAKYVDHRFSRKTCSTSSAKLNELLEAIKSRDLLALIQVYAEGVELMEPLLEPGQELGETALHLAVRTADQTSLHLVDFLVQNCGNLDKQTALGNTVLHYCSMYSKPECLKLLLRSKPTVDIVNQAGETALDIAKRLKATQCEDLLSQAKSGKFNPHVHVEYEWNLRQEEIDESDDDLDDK
PLCg1 inh – PLC-gamma1 (human) inhibition, primary screen. AID 720700. purified PLC-gamma1, fluorogenic substrate, fluorescence. inhibition, % at 12.2 µM. 370,000 tested, 0.84% active; in the data active = inhibition above about 9.5%
MBD2 DNA inh – blocks human MBD2 binding to methylated DNA | inhibition, % at 4.4 µM | TR-FRET, MBD2 binding to methylated oligonucleotide | 370,000 tested, 0.31% active | AID 686964; in the data active = inhibition above about 13%
DDE Tn7 FP inh – disrupts Tn7 cyclic peptide binding to fibrin D-Dimer-E complex | AID 720508 | FP displacement of FITC-Tn7 peptide from fibrin DD(E); 0% = median of compound wells per plate | 370,000 tested, 0.13% active | inhibition, % at 8.3 µM;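 active = inhibition above the mean of compounds falling within the control limits plus 3 SD of them, cut at about 14% in these data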;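 note: 0% = plate median of compound wells and 100% = 10 µM Aha-Tn7 peptide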
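Test system – human fibrin DD(E) · Times – 10 min preincubation, 3 h with tracer, room temperature · Detection – fluorescence polarization of the labelled Tn7 tracer · Measure – percent inhibition normalized to high-control wells · Benchmarks – high control wells with 10 µM unlabelled Aha-Tn7 peptide (full inhibition) · Repeats – singlicate testing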
ADAM17 inh – inhibits human ADAM17 | P78536 | recombinant ADAM17, EDANS/DABCYL FRET peptide cleavage | inhibition, % at 6.95 µM | 370,000 tested, 0.83% active;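 active = inhibition above the mean of compounds lying between control limits plus 3 SD, set per campaign, cut at about 8.5% in these data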;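 note: 0% = DMSO-only wells as the low control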
ARFGAP1 inh – inhibitors of rat ARFGAP1; Q62848; Arfgap1-stimulated ARF1 GTP hydrolysis, GDP FP detection; inhibition, % at 16.5 µM; 360,000 tested, 0.26% active;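 active = inhibition above a per-plate limit, mean inhibition of low control wells plus 3 SD, cut at about 25% in these data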;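 note: 0% = DMSO wells with enzyme and 100% = wells lacking Arfgap1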
Target sequence (Q62848 1-136 limits assumed): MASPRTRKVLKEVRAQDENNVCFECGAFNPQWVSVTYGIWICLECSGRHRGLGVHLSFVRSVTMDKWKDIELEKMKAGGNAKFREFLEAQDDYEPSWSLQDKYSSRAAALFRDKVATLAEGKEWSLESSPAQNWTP
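system = rat Arfgap1 catalytic domain, aa 1-136 | technique = FP, GDP Alexa 633 tracer displaced from anti-GDP antibody, 620/688 nm | compound = one concentration, 16.5 µM, DMSO 1.26% | medium = HEPES-based buffer, pH 7.5 | timing = compound-enzyme preincubation 20 min, reaction 120 min, detection 60 min, 25 °C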
PLCb3 inh – blocks human PLC-beta3 enzyme activity; inhibition, % at 12.2 µM; 370,000 tested, 0.18% active; Purified PLC-beta3, fluorogenic substrate, fluorescence; in the data active = inhibition above about 11%;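 note: 0% = median of compound wells on plate and 100% = full blocker control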
KLK7 zymogen act – activates the human kallikrein-7 zymogen. purified proKLK7, EDANS-DABCYL substrate fluorescence; 100% is mature enzyme control, 0% vehicle. activation, % at 7 µM. 370,000 tested, 0.9% active. AID 652039;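 active = activation above the mean of all tested compounds plus 3 SD, computed per campaign excluding outliers beyond control limits, cut at about 13% in these data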
Target sequence (P49862 whole entry, looked up): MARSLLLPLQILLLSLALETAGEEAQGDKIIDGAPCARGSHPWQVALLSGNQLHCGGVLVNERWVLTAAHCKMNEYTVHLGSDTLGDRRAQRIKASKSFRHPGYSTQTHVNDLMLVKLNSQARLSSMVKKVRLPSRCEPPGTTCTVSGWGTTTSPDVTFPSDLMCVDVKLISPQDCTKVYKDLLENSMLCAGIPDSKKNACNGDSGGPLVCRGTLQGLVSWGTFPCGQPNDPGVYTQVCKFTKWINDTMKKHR
DDE Tn6 FP inh – inhibitors of Tn6 peptide binding to human fibrin DD(E); inhibition, % at 8.3 µM; Fibrin DD(E) TRITC-Tn6 fluorescence polarization displacement; P02675; 370,000 tested, 0.21% active; AID 720509;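 active = inhibition above a per-campaign cutoff: mean of compounds within control limits plus 3 SD, cut at about 15% in these data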;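 note: 0% = median of all compound wells on the plate and 100% = blocking peptide control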
UHRF1 MBD2 ctr – UHRF1 methyl-DNA binding inhibition | UHRF1 binding to methylated oligo, TR-FRET | 370,000 tested, 0.75% active | inhibition, % at 4.4 µM | Q96T88; in the data active = inhibition above about 21%;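 note: UHRF1 SRA domain binding a hemimethylated CpG hairpin DNA probe; 0% = median of test compound wells and 100% = reference inhibitor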
* marks the source's active call; other numbers are inactive results; i = inactive; / = not tested or not shown.

SMILES | ASAP1 inh | PLCg1 inh | MBD2 DNA inh | DDE Tn7 FP inh | ADAM17 inh | ARFGAP1 inh | PLCb3 inh | KLK7 zymogen act | DDE Tn6 FP inh | UHRF1 MBD2 ctr
Cc1cc(-c2ccccc2)cc(=O)[nH]1 | -8 | -7 | 5 | 6 | -11 | -14 | -6 | 0.1 | 2 | 3
N#CC(C#N)=C1NC2(CCCC2)Cc2ccccc21 | 3 | 1 | -3 | 8 | 0 | -8 | 3 | 0.0 | 8 | 0
CCOc1ccc(NC(=O)CN(C)C(=O)C2CCN(C(=O)Nc3ccccc3)CC2)cc1OCC | 5 | 3 | -1 | -12 | -4 | -3 | -1 | -0.3 | -1 | 1
CCOc1ccc(/C=C(\C)C(=O)c2c(C)cc(C)[nH]c2=O)cc1 | 5 | 12* | -8 | -6 | 7 | 19 | 5 | 28* | -5 | -2
COc1ccc(CN2CCC(C(=O)N3CCCC(C)C3)CC2)cc1OC (configuration not stated) | -3 | 4 | -3 | -3 | -1 | -3 | 5 | 0.6 | 7 | 7
O=C(N/N=C/C(Br)=C/c1ccccc1)C(O)c1ccccc1 (configuration not stated) | 0 | 0 | 3 | -1 | -1 | 3 | 5 | -0.1 | -3 | -3
COc1cc(-c2nc3cnccc3n2C)cc(OC)c1OC | -6 | 1 | 5 | -3 | -7 | 11 | -3 | 0.1 | 0 | 1
O=C(CN1CCN(c2cccc(Cl)c2)CC1)NC1CCCc2ccccc21 (configuration not stated) | -11 | 1 | -5 | 2 | 2 | 6 | 2 | 0.6 | 9 | -3
COc1cc(C2=NOC(C(=O)NCc3cccs3)C2)cc(OC)c1OC (configuration not stated) | -7 | 1 | 0 | 2 | 1 | 3 | 3 | 0.0 | 6 | -1
COc1ccc([N+](=O)[O-])cc1-n1cccc1 | -15 | 3 | -1 | -4 | -1 | 4 | 3 | -0.3 | -7 | 1
CCOc1ccc2oc(C(=O)N(CC)CC(=O)Nc3c(F)cccc3F)c(C)c2c1 | 2 | -25 | 1 | 6 | -9 | -1 | -39 | 0.3 | 4 | 4
CCOC(=O)C1=NN(c2ccc(C)cc2)C2(S1)SC(C(C)=O)=C(C)N2c1ccccc1 (configuration not stated) | -3 | -1 | 1 | 0 | -4 | -4 | -3 | -0.7 | -1 | 0
Cn1c(=O)oc2cc(S(=O)(=O)N3CCCC(C(=O)NCc4cccs4)C3)ccc21 (configuration not stated) | -14 | 1 | 5 | 2 | -3 | 2 | -2 | 0.0 | -3 | -2
O=C(NCc1nnnn1-c1ccc(Cl)cc1)c1ccc([N+](=O)[O-])o1 | 5 | 1 | 2 | -2 | -2 | -2 | 2 | 0.0 | 5 | 2
CCOC(=O)c1sc(C)nc1C1CCN(C(=O)OCC)CC1 | 14 | -1 | -2 | 2 | -3 | -5 | 1 | 0.0 | 5 | 0
CCC(CC)C(=O)Nc1cccc(C(=O)Nc2ccc(S(=O)(=O)Nc3ccc(C)cc3)cc2)c1 | 18 | -2 | -3 | -3 | 8.8* | 19 | -4 | 0.0 | 19* | 2
O=S(=O)(N1CCCCC1)n1nnc2ccccc21 | 8 | 1 | 2 | 9 | -4 | 1 | 0 | -0.2 | 3 | 1
Cc1ccc(S(=O)(=O)Nc2nc3ccccc3nc2NCC2CCCO2)cc1 (configuration not stated) | -8 | -86 | -2 | -1 | -79 | 0 | -140 | 3.5 | 7 | -1
CCCCc1ccc(NC(=O)c2ccc(N(C)S(C)(=O)=O)cc2)cc1 | 9 | 1 | -4 | 4 | -1 | -2 | 2 | -0.5 | -3 | 0
Cc1ccc(NS(=O)(=O)c2ccc3c(c2)NC(=O)C(C)C(=O)N3)cc1C (configuration not stated) | 17 | 2 | 4 | 2 | -3 | -5 | 2 | -0.3 | -4 | -1
COc1ccc(N2CCN(C(=O)c3sc4ncn(CC(=O)N5CCCCC5C)c(=O)c4c3C)CC2)cc1 (configuration not stated) | -8 | 2 | -1 | 4 | -5 | -3 | -7 | -0.2 | 6 | 2
O=C1CC(N2CCN(c3ccc(C(=O)c4ccc(F)cc4)cc3)CC2)C(=O)N1 (configuration not stated) | 4 | -63 | 5 | 0 | 1 | 9 | -38 | 0.5 | 1 | 0
O=C(OCc1cn(Cc2cccc(C(F)(F)F)c2)nn1)N1CCOCC1 | / | 1 | 2 | -1 | -3 | / | -1 | -0.1 | 0 | 3
COc1cc2c(cc1OC)[C@](C)(c1ccccc1)C[C@@H]2NCC=C(C)C | 24 | 2 | -5 | -5 | 0 | 6 | 2 | -0.5 | -5 | -1
COc1cc(/C=C(\C#N)c2nc3ccccc3o2)ccc1O | 10 | -84 | -10 | -26 | -34 | -8 | -140 | 0.4 | -7 | -8
O=C(NCC1(N2CCOCC2)CCCCC1)c1ccc(Cl)c(S(=O)(=O)NCc2ccco2)c1 | -4 | -1 | -4 | -2 | -3 | -2 | 1 | -0.3 | 3 | 2
COC(=O)C1C(=O)c2c([nH]c(C(=O)OC3CCCC3)c2C)CC1C (configuration not stated) | 2 | 0 | -3 | 0 | -3 | -2 | -2 | 0.0 | 1 | 2
Cc1c(Cl)cccc1NC(=O)COc1ccc(S(=O)(=O)N2CCOCC2)cc1 | -5 | -2 | 1 | 3 | -1 | 3 | 0 | 0.8 | -3 | 2
O=C(CCNC(=O)c1ccco1)Nc1ccc(F)c(Cl)c1 | -7 | 0 | -3 | -2 | 1 | -3 | -2 | -0.3 | -1 | 0
Cn1c(=O)c2ncn(CC(=O)NCCC3=CCCCC3)c2n(C)c1=O | -5 | -2 | -2 | -2 | -5 | 9 | -1 | -0.5 | 3 | -1
Cc1nc2nc(SCC(=O)N3CCOCC3)nn2c(C)c1Cc1ccccc1 | 5 | -2 | 6 | 2 | -4 | 18 | -1 | -0.3 | -4 | 19
CCOC(=O)c1cnc(SCC(=O)N2CCC(C(N)=O)CC2)nc1N | 5 | 0 | 0 | 1 | -3 | 10 | -7 | -0.8 | 8 | -1
N#Cc1ccc(C=NN2CCCCCC2)cc1 | 5 | 0 | -3 | -5 | -5 | 0 | 1 | 0.3 | -1 | 1
CCN(CC)C(=O)c1cc2c(=O)c3cc(F)ccc3oc2nc1C | -5 | -9 | 19* | -5 | -10 | -1 | -11 | 0.0 | 3 | 1
O=C(Nc1c2c(nn1-c1ccccc1)CS(=O)(=O)C2)c1cccs1 | -2 | 4 | -3 | 1 | 1 | -7 | -4 | 0.0 | -2 | -1
Cc1ccc(Cn2c(C)c(C(=O)NCc3cccs3)sc2=O)cc1 | 1 | -2 | 6 | 1 | -1 | -5 | -2 | -0.7 | 4 | 4
O=C(OCC(=O)N(Cc1ccccc1)Cc1ccccc1)c1ccccc1NCCO | -5 | i | 1 | 4 | -482 | -11 | i | -15 | 0 | 5
Cc1[nH]c2ccccc2c1/C=N/Nc1nc(N2CCCCC2)nc(N2CCCCC2)n1 | 1 | -4 | 1 | 0 | 0 | -2 | -2 | -0.8 | -5 | -3
O=C(Nc1cnc2sc3c(n2c1=O)CCCC3)c1ccc(F)cc1 | -3 | -3 | -3 | -2 | -5 | -2 | -3 | -0.2 | -1 | -1
CN(C)CCCNC(=S)Nc1ccc(-c2ccccc2)cc1 | -6 | 5 | 7 | 2 | -8 | 2 | -5 | -0.5 | -6 | 1
COc1cc(CCc2ccccc2)c(C(=O)O)c(O)c1CC=C(C)C | 12 | -1 | 1 | -2 | 5 | 1 | -5 | 0.0 | -2 | 4
CCc1ccc(Oc2c(Cl)cnn(-c3ccc(C)cc3)c2=O)cc1 | / | -9 | 3 | 6 | -3 | / | -12 | / | -2 | 2
O=C(c1cn2ccccc2n1)N1CCCC(Nc2ccc(F)c(F)c2)C1 (configuration not stated) | 1 | 2 | 1 | 1 | -2 | 1 | -7 | -1.3 | -6 | 23*
Oc1ccc2ccccc2c1C=Nc1ccccc1Br | -3 | -4 | 6 | 7 | -8 | 2 | -10 | 0.3 | -3 | 5
CC#CCCCC(=O)Nc1ccc(C(=O)O)cc1 | 5 | 1 | -1 | -3 | 0 | -3 | -1 | -0.2 | 1 | -2
COC(=O)c1ccc(-c2ccc3c(c2)[C@]2(CCC[C@@H](OCc4ccccc4)[C@@H]2NC(=O)CCc2ccccc2)C(=O)N3Cc2ccccc2)cc1 | / | -9 | -5 | -1 | -21 | / | -14 | -1.0 | -1 | -4
Cn1c(=O)c2c(ncn2Cc2ccc(O)c([N+](=O)[O-])c2)n(C)c1=O | -11 | 4 | -7 | -6 | 1 | 2 | 5 | -0.2 | -3 | -3
CCc1ccc(NC(=S)N(Cc2cccnc2)Cc2ccco2)cc1 | -7 | 0 | -2 | -1 | -2 | -10 | -4 | 0.3 | 2 | 2

Screening results: PubChem, The Scripps Research Institute Molecular Screening Center
